Assay outcomes deposited in PubChem BioAssay by National Center for Advancing Translational Sciences (NCATS).
POLB inh: qHTS Assay for Inhibitors of DNA Polymerase Beta; Pol beta primer extension/strand displacement, fluorescence kinetic; Potency, µM (doses to about 114 µM), without a hit: at the highest dose activity change, negative = inhibition, actives largely listed as inhibitors; hit rate 1.3% among 340,000; further: potency means the concentration at half of the fitted maximal effect; on the % scale 0 is the no-effect control and ±100 the full control effect
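10 nM enzyme + cpd, 15 min RT; start with substrate 50 nM final; read 0 min and after 10 min RT. Corrected, normalized data; 4-parameter Hill curve fit.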
TRHR ag: qHTS for Small Molecule Agonists and Allosteric Enhancers of Human TRH Receptor: Primary Screen for Agonists; Thyrotropin-releasing hormone receptor (Homo sapiens), P34981; TRHR cells, calcium flux fluo-8, FDSS agonist mode; activation, % at 2 µM; hit rate 0.18% among 360,000; in the data active means activation above about 30%; further: 0% is about no effect
Target sequence (P34981 whole entry, looked up): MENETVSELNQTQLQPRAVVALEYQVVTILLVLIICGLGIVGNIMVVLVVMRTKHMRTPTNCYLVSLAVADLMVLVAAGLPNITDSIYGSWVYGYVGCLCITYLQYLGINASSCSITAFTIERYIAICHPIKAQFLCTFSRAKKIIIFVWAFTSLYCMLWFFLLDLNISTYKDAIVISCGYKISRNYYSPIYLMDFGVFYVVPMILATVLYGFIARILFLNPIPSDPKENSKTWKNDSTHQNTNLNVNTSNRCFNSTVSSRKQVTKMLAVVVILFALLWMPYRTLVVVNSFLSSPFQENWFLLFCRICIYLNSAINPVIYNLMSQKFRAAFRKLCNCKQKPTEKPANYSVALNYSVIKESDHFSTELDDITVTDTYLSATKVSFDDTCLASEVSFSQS
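Steps: seed TRHR cells overnight; add fluo-8 no-wash Ca dye, RT 30 min–1.5 h; record 10 s baseline; pin-transfer compounds; monitor fluorescence 1 cycle/s for the agonist window. Calcium increases flag candidate agonists.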
BLM helicase inh: qHTS Assay for Inhibitors of Bloom's syndrome helicase (BLM). hit rate 0.2% among 350,000. recombinant BLM DNA unwinding, fluorescence dequenching. RecQ-like DNA helicase BLM (Homo sapiens), P54132. Potency, µM (top dose mostly 56.1 µM), for the others: top-dose activity change, negative = inhibition, actives largely listed as inhibitors;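 further: potency means the concentration at half of the fitted maximal effect; plate controls were vehicle for no effect and no enzyme for full effect; nearly all actives have a fitted effect of over 35% in size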
12-LOX inh: Primary qHTS assay for inhibitors of human arachidonate 12S-lipoxygenase (ALOX12): Round 2; Polyunsaturated fatty acid lipoxygenase ALOX12 (Homo sapiens), P18054; purified 12hLO, xylenol orange hydroperoxide absorbance; Potency, µM (top dose mostly 108 µM), inactives show top-dose activity change, negative = inhibition, usual class: inhibitors; hit rate 1.1% among 580,000; further: potency means the concentration at half of the fitted maximal effect; on the % scale 0 is the no-effect control and ±100 the full control effect
Target sequence (P18054 whole entry, looked up): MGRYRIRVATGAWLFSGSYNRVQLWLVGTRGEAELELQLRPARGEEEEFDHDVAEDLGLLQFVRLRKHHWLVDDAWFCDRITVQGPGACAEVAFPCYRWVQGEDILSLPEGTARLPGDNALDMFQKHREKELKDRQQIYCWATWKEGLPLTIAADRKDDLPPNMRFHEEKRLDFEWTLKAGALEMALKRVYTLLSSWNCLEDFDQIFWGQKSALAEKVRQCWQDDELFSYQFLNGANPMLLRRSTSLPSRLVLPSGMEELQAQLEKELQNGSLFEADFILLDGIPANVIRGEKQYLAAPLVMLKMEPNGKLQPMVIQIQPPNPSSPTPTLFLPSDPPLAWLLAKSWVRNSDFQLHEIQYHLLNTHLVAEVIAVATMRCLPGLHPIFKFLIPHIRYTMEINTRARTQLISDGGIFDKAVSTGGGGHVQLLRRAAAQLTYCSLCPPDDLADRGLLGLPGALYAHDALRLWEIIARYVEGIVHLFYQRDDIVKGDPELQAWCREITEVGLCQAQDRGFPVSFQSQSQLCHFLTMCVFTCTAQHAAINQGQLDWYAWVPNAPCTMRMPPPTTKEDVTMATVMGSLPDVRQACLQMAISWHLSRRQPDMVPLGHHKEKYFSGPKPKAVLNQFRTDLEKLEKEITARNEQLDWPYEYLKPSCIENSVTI
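Purified human 12hLO at 150 nM in 25 mM Hepes, 0.01% Triton X-100, pH 7.0, preincubated 15 min at room temperature with compound. Reaction started with 40 uM arachidonic acid, 30 min at room temperature. Hydroperoxide measured by Fe-xylenol orange, 573/405 nm absorbance ratio.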
POLK inh: qHTS for Inhibitors of Polymerase Kappa. DNA polymerase kappa (Homo sapiens), Q9UBT6. purified Pol kappa, fluorescent DNA synthesis assay, 10 min. Potency, µM (highest dose often 107 µM), for inactives: top-dose activity, negative = inhibition, most hits filed as inhibitors. hit rate 0.53% among 400,000. AID 588579, 2011; further: potency means the concentration at half of the fitted maximal effect; on the % scale 0 is the no-effect control and ±100 the full control effect
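10 nM Pol kappa preincubated 15 min at room temperature with compounds, then reaction started with substrate at 50 nM final. Fluorescence read kinetically at 0 and 10 min; buffer-only wells served as negative control.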
ERG-DNA inh: qHTS for Small Molecule Inhibitors of the ERG Ets/DNA interaction; Transcriptional regulator ERG (Homo sapiens), P11308; fluorescence polarization, His-ERG Ets domain / labelled DNA; Potency, µM (doses to about 76.9 µM), for inactives: at the highest dose FP activity, negative = inhibition, most hits filed as inhibitors; hit rate 0.028% among 370,000; AID 624246, 2012; active means well fitted inhibition curve with a large enough effect in the polarisation, with a control signal flat; inconclusive means small, poorly fitted or top-dose-only effect, or effect the other way, or a change in a side signal; inactive means no such curve, though single readings can be large or run the other way; the % refers to the polarisation;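 further: polarization taken with two DNA probes labelled with fluorescein and Texas red; potency means the concentration at half of the fitted maximal effect; % of control where 0% means no effect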
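His-tagged ERG Ets domain (1 uM in the protein solution; 300mM KCl, 50mM Tris-HCl, 1mM EDTA, 1mM DTT, pH 7.5) received compound, then a probe mix of 5 nM fluorescein-DNA and 100nM Texas-615-DNA. Fluorescence polarization was read for both dyes.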
Apoferritin bind: qHTS Assay for Identification of Novel General Anesthetics; Ferritin light chain (Equus caballus), P02791; apoferritin/1-aminoanthracene competitive binding, fluorescence; Potency, µM (series often up to 77.5 µM), without a hit: at the highest dose activity change, negative = displacement, most hits filed as inhibitors; hit rate 0.074% among 350,000; further: potency means the concentration at half of the fitted maximal effect; on the % scale 0 is the no-effect control and ±100 the full control effect; nearly all actives have a fitted effect of over 20% in size
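Horse-spleen apoferritin (10 uM) was mixed with 50% saturated 1-aminoanthracene in PBS, exposed to compounds for 10 min at room temperature, and read for fluorescence (ex 380 nm, em 535 nm). Competitive displacement was fitted with a four-parameter Hill equation.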
Pol iota inh: qHTS for Inhibitors of Polymerase Iota; Potency, µM (top dose mostly 115 µM), for inactives: top-dose activity, negative = inhibition, most hits filed as inhibitors; Pol iota fluorescent replication assay, 10 min; hit rate 1% among 390,000; AID 588590, 2011; further: potency means the concentration at half of the fitted maximal effect
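Pol iota at 10 nM preincubated 15 min with compounds at room temperature; reaction started with fluorescent substrate, 50 nM final. Fluorescence read kinetically at 0 and 10 min; buffer-only wells as negative control.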
APEX1 inh: qHTS Assay for Inhibitors of the Human Apurinic/apyrimidinic Endonuclease 1 (APE1) | hit rate 0.35% among 350,000 | recombinant APE1, TAMRA/BHQ-2 abasic DNA cleavage fluorescence | Potency, µM (series often up to 65.8 µM), for the others: at the top dose activity change, negative = inhibition, actives largely listed as inhibitors | AID 2517, 2012 | DNA repair nuclease/redox regulator APEX1 (Homo sapiens), P27695;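 further: potency means the concentration at half of the fitted maximal effect; plate controls were vehicle for no effect and reference inhibitor for full effect; nearly all actives have a fitted effect of over 55% in size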
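APE1 at 0.75 nM preincubated 15 min at room temperature with compound. Reaction then started with 50 nM double-stranded THF-abasic substrate labelled with TAMRA/BHQ-2, and 525/598 nm fluorescence read kinetically. Activity taken as third-minus-first read difference, normalized to DMSO and NSC13755 controls.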
Numbers without * were called inactive; & = joins results of further samples; [ ] = dose if it differs, or a comment. Unless noted, the call rests on the fitted dose curve; in most records, active means well fitted curve in the direction sought with a large enough effect; inconclusive means small, poorly fitted or top-dose-only effect, or another doubt; inactive means no such curve, though single readings can be large; an effect the other way counts as inactive or inconclusive. The list is partial. The share of hits here may be higher or lower than overall.

C=C(C)C1CC=C(C)/C(=N/NC(=O)COc2ccc(Cl)cc2)C1 (configuration not stated) was read as POLB inh -1%, TRHR ag 0.4, BLM helicase inh -4%, 12-LOX inh -1%, POLK inh 0%, ERG-DNA inh 8%, Apoferritin bind 5%, Pol iota inh 3% and APEX1 inh 2%.
`Cc1c(C)c(C)c2[nH]c(=S)[nH]c2c1C` gave POLB inh -7%, TRHR ag -0.3, BLM helicase inh -8%, 12-LOX inh inconclusive, POLK inh -9%, ERG-DNA inh -3%, Apoferritin bind -1%, Pol iota inh 104%[activator] and APEX1 inh 5%.
Screening CCn1cc(C(=O)N[C@H](C(=O)NC(C)(C)CO)C(C)C)c(=O)c2cc3c(cc21)OCO3 returned POLB inh inconclusive, TRHR ag -0.1, BLM helicase inh 0%, 12-LOX inh -3%, POLK inh 9%, ERG-DNA inh 7%, Apoferritin bind -9%, Pol iota inh 13% and APEX1 inh -5%.
Screening CC(C)(C)n1cnc2cc(NS(=O)(=O)c3ccccc3)ccc21 returned POLB inh 19%, TRHR ag 0.0, BLM helicase inh 0%, 12-LOX inh -18%, POLK inh -4%, ERG-DNA inh 3%, Apoferritin bind -17%, Pol iota inh -4% and APEX1 inh 12%.
For CCCOc1ccc(/C=C/c2c([N+](=O)[O-])c(=O)n(C)c(=O)n2C)cc1 the results were POLB inh -1%, TRHR ag 0.4, BLM helicase inh -4%, 12-LOX inh 14%, POLK inh 14%, ERG-DNA inh 1%, Apoferritin bind -8%, Pol iota inh 22% and APEX1 inh 12%.
`Cn1cc(CC(=O)N2CCN(c3ccc(Cl)cc3)CC2)c2ccccc21` gave POLB inh 4%, TRHR ag -0.6, BLM helicase inh -6%, 12-LOX inh 10%, POLK inh -16%, ERG-DNA inh -8%, Apoferritin bind -1%, Pol iota inh -2% and APEX1 inh -1%.
For CCOC(=O)C1CCN(S(=O)(=O)c2c(C)[nH]c(C)c2C(=O)N2CCCC2)CC1 the results were POLB inh 7%, TRHR ag 0.7, BLM helicase inh 1%, 12-LOX inh -24%, POLK inh 9%, ERG-DNA inh -1%, Apoferritin bind 0%, Pol iota inh 24% and APEX1 inh 70%[activator].
CC(CCc1ccccc1)NC(=O)COC(=O)c1cccn1C (configuration not stated) was read as TRHR ag -0.4, 12-LOX inh 26%, POLK inh -3%, ERG-DNA inh -10%, Pol iota inh 35% and APEX1 inh -6%.
Screening CCn1c(=O)n(CC)c2cc(S(N)(=O)=O)c(C)cc21 returned POLB inh -3%, TRHR ag -0.1, BLM helicase inh 0%, 12-LOX inh 0%, POLK inh -7%, Apoferritin bind 1%, Pol iota inh 12% and APEX1 inh -2%.
Screening COC(=O)c1c(NC(=O)CN2CCC3(O)CCCCC3C2c2cc(OC)ccc2OC)sc(C)c1C (configuration not stated) returned POLB inh -11%, TRHR ag -0.3, BLM helicase inh -12%, 12-LOX inh -15%, POLK inh -18%, ERG-DNA inh 5%, Apoferritin bind -11%, Pol iota inh -9% and APEX1 inh -3%.
Screening O=C(CN1C(=O)c2ccccc2S1(=O)=O)Nc1ccccc1C(=O)NCc1ccco1 returned POLB inh 18%, TRHR ag 0.6, BLM helicase inh -2%, 12-LOX inh inconclusive, POLK inh -8%, ERG-DNA inh -12%, Apoferritin bind 7%, Pol iota inh -17% and APEX1 inh -9%.
Screening CCOC(=O)[C@@H]1[C@H]2COc3cc(OC)ccc3[C@@H]2N2C(=O)N(c3ccc(OC)cc3)C(=O)[C@]12C returned POLB inh 10%, TRHR ag -0.1, BLM helicase inh -4%, 12-LOX inh 3%, POLK inh 2%, ERG-DNA inh 5%, Apoferritin bind -17%, Pol iota inh 30% and APEX1 inh -14%.
`O=C(NCc1ccncc1)C(=O)NCC1OCCN1S(=O)(=O)c1ccc(Br)cc1` (configuration not stated) gave POLB inh 1%, TRHR ag 0.7, BLM helicase inh -3%, 12-LOX inh -2%, POLK inh -12%, ERG-DNA inh -5%, Apoferritin bind -7%, Pol iota inh 0% and APEX1 inh -13%.
`NC(=O)C1CCN(C(=O)C23CC4CC(CC(C4)C2)C3)CC1` gave POLB inh 47%, TRHR ag 0.7, BLM helicase inh -1%, 12-LOX inh 0%[57.4 µM], POLK inh -16%, ERG-DNA inh -6%, Apoferritin bind -23%, Pol iota inh 13% and APEX1 inh -8%.
For Cc1cc(C(=O)N/N=C/c2ccc(C)o2)c2ccccc2n1 the results were POLB inh 0%, TRHR ag -0.3, BLM helicase inh -6%, 12-LOX inh 4%, POLK inh -5%, ERG-DNA inh -7%, Apoferritin bind -13%, Pol iota inh 4% and APEX1 inh 4%.
N=c1c(C(=O)NC2CCCCC2)cc2c(=O)n3ccccc3nc2n1Cc1cccnc1 was read as POLB inh -20%, TRHR ag 0.0, BLM helicase inh -7%, 12-LOX inh inconclusive, POLK inh -5%, ERG-DNA inh 1%, Apoferritin bind 44%[activator], Pol iota inh 64%[activator] and APEX1 inh 36%.
`O=[N+]([O-])c1ccc(S(=O)(=O)CC(CN2CCCCC2)N2CCCCC2)cc1` (configuration not stated) gave POLB inh 4%, TRHR ag 1.6, BLM helicase inh 9%, 12-LOX inh 0%, POLK inh 2%, ERG-DNA inh 1%, Apoferritin bind -10%, Pol iota inh 30% and APEX1 inh -4%.
For O=C(CSCc1cc(=O)[nH][nH]1)Nc1ccc(F)cc1 the results were POLB inh 4%, TRHR ag 0.0, BLM helicase inh 3%, 12-LOX inh 1%, POLK inh 2%, ERG-DNA inh 10%, Apoferritin bind -2%, Pol iota inh 62%[activator] and APEX1 inh 32%[activator].
For COC(=O)n1c(=O)oc2cc(S(=O)(=O)N3CCOCC3)ccc21 the results were POLB inh -8%, TRHR ag 0.1, BLM helicase inh -2%, 12-LOX inh -23%, POLK inh -20%, ERG-DNA inh 5%, Apoferritin bind -2%, Pol iota inh 27% and APEX1 inh -2%.
`Cc1cc(=O)n(Cc2ccc(Br)cc2F)c2c1c(C)nn2-c1ccccc1` gave POLB inh 18%, TRHR ag 0.5, BLM helicase inh -1%, 12-LOX inh -30%, POLK inh 10%, ERG-DNA inh 3%, Apoferritin bind -7% and Pol iota inh 20%.
Screening CC(=O)c1cccc(N(C(=O)c2ccco2)C(C(=O)NC2CCCC2)c2cccs2)c1 (configuration not stated) returned POLB inh -2%, TRHR ag -0.2, BLM helicase inh 1%, 12-LOX inh -1%, POLK inh -2%, ERG-DNA inh -4%, Apoferritin bind 7%, Pol iota inh 4% and APEX1 inh 27%[12.4 µM].
For CCc1nnc(NC(=O)c2ccc(S(=O)(=O)NC3CCCCC3)cc2)s1 the results were POLB inh 6%, TRHR ag -0.8, BLM helicase inh 1%, 12-LOX inh -12%, POLK inh -3%, Apoferritin bind -8%, Pol iota inh 5% and APEX1 inh -5%.
`O=c1c2sc3ccccc3c2n(Cc2cccc(F)c2)c(=O)n1CCc1ccccc1` gave POLB inh -1%, TRHR ag 5.3, BLM helicase inh -6%, 12-LOX inh -2%, POLK inh -5%, ERG-DNA inh 2%, Apoferritin bind -16% and Pol iota inh 5%.
`COCCn1c(SCCCc2ccccc2)nc2c1c(=O)[nH]c(=O)n2C` gave POLB inh 28%, TRHR ag -2.3, BLM helicase inh -6%, 12-LOX inh -28%, POLK inh -19%, ERG-DNA inh 1%, Apoferritin bind -13%, Pol iota inh 14% and APEX1 inh 27%.
CCOC(=O)C(C)Oc1ccc2c(C)cc(=O)oc2c1C(C)=O (configuration not stated) was read as POLB inh 26%, TRHR ag 0.1, BLM helicase inh -7%, 12-LOX inh 0%, POLK inh -11%, ERG-DNA inh -1%, Apoferritin bind -12%, Pol iota inh 2% and APEX1 inh 9%.
Screening O=C(COC(=O)/C=C/c1cccs1)Nc1cccc(S(=O)(=O)N2CCOCC2)c1 returned POLB inh -15%, TRHR ag 0.2, BLM helicase inh -2%, 12-LOX inh -15%, POLK inh -6%, ERG-DNA inh 1%, Apoferritin bind inconclusive, Pol iota inh 140%[activator] and APEX1 inh -3%.
`O=C(CSc1cn(CC(=O)N2CCOCC2)c2ccccc12)Nc1ccccc1` gave POLB inh 0%, TRHR ag -0.1, BLM helicase inh 4%, 12-LOX inh 93%&-1%[activator], POLK inh -17%[60.1 µM], ERG-DNA inh -1%, Apoferritin bind 6% and Pol iota inh 13%.
`COc1ccc(CN2CC(COCc3ccccc3)Oc3ccccc3S2(=O)=O)cc1` (configuration not stated) gave 12-LOX inh 8%, POLK inh 7%, ERG-DNA inh -1%, Pol iota inh 12% and APEX1 inh -3%.
CCOC(=O)CSc1nnc(-c2ccc(OC)cc2OC)o1 was read as POLB inh 10%, TRHR ag -0.5, BLM helicase inh 1%, 12-LOX inh -26%, POLK inh -3%, Apoferritin bind -14%, Pol iota inh 16% and APEX1 inh 9%.
